ROC1-CUL1 inh = inhibitors of human ROC1-CUL1 ubiquitin ligase activity | E3 ubiquitin-protein ligase RBX1 (Homo sapiens) + Cullin-1 (Homo sapiens), P62877+Q13616 | in vitro K48 di-Ub FRET, acceptor:donor ratio, 45 min | inhibition, % at 10 µM | 140,000 tested, 0.6% active; in the data active = inhibition above about 25%
Target sequence (P62877 whole entry, looked up): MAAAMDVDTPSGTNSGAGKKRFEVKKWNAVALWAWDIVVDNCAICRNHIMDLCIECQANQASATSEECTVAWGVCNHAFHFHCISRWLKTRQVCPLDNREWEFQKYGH
Target sequence (Q13616 whole entry, looked up): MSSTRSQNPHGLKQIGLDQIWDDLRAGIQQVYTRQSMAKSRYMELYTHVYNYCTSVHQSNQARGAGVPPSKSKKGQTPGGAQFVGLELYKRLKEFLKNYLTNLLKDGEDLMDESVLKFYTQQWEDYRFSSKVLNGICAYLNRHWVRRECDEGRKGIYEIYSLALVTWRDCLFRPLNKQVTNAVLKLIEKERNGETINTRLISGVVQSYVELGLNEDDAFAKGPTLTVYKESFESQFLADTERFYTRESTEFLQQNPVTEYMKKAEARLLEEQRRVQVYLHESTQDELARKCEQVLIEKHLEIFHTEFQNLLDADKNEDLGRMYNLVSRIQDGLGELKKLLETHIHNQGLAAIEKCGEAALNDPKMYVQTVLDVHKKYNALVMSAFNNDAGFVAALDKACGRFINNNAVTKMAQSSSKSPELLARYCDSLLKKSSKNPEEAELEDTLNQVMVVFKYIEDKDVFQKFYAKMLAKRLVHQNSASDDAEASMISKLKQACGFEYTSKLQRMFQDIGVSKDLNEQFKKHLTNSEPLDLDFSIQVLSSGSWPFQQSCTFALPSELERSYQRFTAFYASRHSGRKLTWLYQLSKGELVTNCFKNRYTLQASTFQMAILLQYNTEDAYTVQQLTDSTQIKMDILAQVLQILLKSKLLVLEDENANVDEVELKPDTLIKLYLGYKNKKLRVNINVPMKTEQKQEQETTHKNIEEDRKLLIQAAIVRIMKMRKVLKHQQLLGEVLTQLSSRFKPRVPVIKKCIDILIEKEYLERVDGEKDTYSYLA
Numbers without * were called inactive. A portion of the library; count on the stated rates, not on these rows.

# | Structure | ROC1-CUL1 inh
1 | CCc1ccc(OCC(=O)Nc2ccc(S(=O)(=O)N3CCOCC3)cc2)cc1 | -0.1
2 | CCOC(=O)c1cc2cc3c(cc2nc1COc1ccccc1C)OCO3 | -4.3
3 | Cc1cnc(-n2ncc(C(=O)N3CCN(C4CCCC4)CC3)c2C2CC2)nc1-c1cccs1 | 2.1
4 | CCCCN1CC(C(=O)Nc2ccc(C(=O)N3CCCCC3)cc2)CC1=O (stereo not given) | -6.9
5 | CC(=O)c1c(C(=O)c2ccccc2)sc2ccccc12 | 10.3
6 | Cc1ccc(NC(=O)COc2cccc3ccc(C)nc23)c(Br)c1 | 3.0
7 | Cc1nc(C)c(-c2ccc(SCC(=O)Nc3cccc(C)c3C)nn2)s1 | -5.3
8 | CN(C)Cc1ccccc1C1(O)c2ccccc2CSc2ccccc21 (stereo not given) | 9.8
9 | Cc1ccccc1CCC1CCCN(C(=O)c2cn[nH]c2)C1 (stereo not given) | 2.5
10 | COc1ccc(Cl)cc1-n1nnc(C(=O)NC2CCCC2)c1C | 1.0
11 | CSC(=S)NN=C1Cc2ccccc2C1 | -5.5
12 | CCCC(=O)Nc1cc(C(F)(F)F)ccc1OCCOc1ccccc1 | 0.3
13 | COc1cc(OC)c(NS(=O)(=O)c2ccc(C)cc2)cc1Cl | 0.1
14 | COC(=O)C1CCCCN1C(=O)CC1(c2ccccc2)CC(=O)N(CCCOc2cccnc2)C1=O (stereo not given) | -4.9
15 | CC(C)C(=O)OC1=CN(Cc2ccccc2)S(=O)(=O)c2ccccc21 | 4.6

Continued; it opens with the 6 that closed the last part.
# | Structure | ROC1-CUL1 inh
10 | COc1ccc(Cl)cc1-n1nnc(C(=O)NC2CCCC2)c1C | 1.0
11 | CSC(=S)NN=C1Cc2ccccc2C1 | -5.5
12 | CCCC(=O)Nc1cc(C(F)(F)F)ccc1OCCOc1ccccc1 | 0.3
13 | COc1cc(OC)c(NS(=O)(=O)c2ccc(C)cc2)cc1Cl | 0.1
14 | COC(=O)C1CCCCN1C(=O)CC1(c2ccccc2)CC(=O)N(CCCOc2cccnc2)C1=O (stereo not given) | -4.9
15 | CC(C)C(=O)OC1=CN(Cc2ccccc2)S(=O)(=O)c2ccccc21 | 4.6
16 | CCc1nccn1CCCNc1nccc(-c2c(C)nn(C)c2C)n1 | -3.2
17 | CC(=O)N1CCN(c2ncccc2CNC(=O)NCCc2ccccc2)CC1 | -3.2
18 | Cc1cccc(C(=O)NC(=S)NCc2ccccc2)c1 | -1.8
19 | CCOC(=O)c1cccc(NC(=O)N2CCC(CN3CCCCCC3)CC2)c1 | -10.2
20 | CCOC(=O)c1cc2n(n1)C(C(F)(F)F)CC(C)N2 (stereo not given) | -1.4
21 | CCOC(=O)C(NC(=O)c1c(F)cccc1F)(Nc1cccc(C(F)(F)F)c1)C(F)(F)F (stereo not given) | -12.6
22 | COc1cc(C(=O)Nc2cc(Cl)c(O)c(Cl)c2)cc(OC)c1OC | 4.2
23 | CC(OC(=O)c1cc(-c2cccc(N3C(=O)C4C5CCC(C5)C4C3=O)c2)nc2ccccc12)C(=O)c1cccc(Cl)c1 (stereo not given) | 5.1
24 | CCN(CC)c1ncnc(Cl)c1Cc1ccc(OC)cc1 | 2.1
25 | Cc1cc(NC(=O)c2cc(-c3ccc(Br)cc3)on2)nn1Cc1ccc(Cl)cc1 | -7.5
26 | CCc1ccc(C2CC(=O)NC(NC(=O)c3ccc(C(C)(C)C)cc3)=N2)cc1 (stereo not given) | 0.6
27 | COc1cc(C(=O)Nc2cccc(C)c2)cc(OC)c1OC | -4.6
28 | Cc1ccc2c(c1)c1c(n2CC(O)CSc2ccccc2)C(=O)CCC1 (stereo not given) | 1.3
29 | COc1ccc(C(=O)Nc2cccc(C(=O)OCc3cc(=O)n4nc(C5CC5)sc4n3)c2)cc1 | 0.5
30 | COc1cccc(NC(=S)NNC(=O)Cn2nc(C(F)F)cc2C(F)F)c1 | -1.2

An excerpt from above in order of number of heavy atoms, low to high.
# | Structure | ROC1-CUL1 inh
13 | COc1cc(OC)c(NS(=O)(=O)c2ccc(C)cc2)cc1Cl | 0.1
2 | CCOC(=O)c1cc2cc3c(cc2nc1COc1ccccc1C)OCO3 | -4.3
19 | CCOC(=O)c1cccc(NC(=O)N2CCC(CN3CCCCCC3)CC2)c1 | -10.2

The listing continues.
# | Structure | ROC1-CUL1 inh
31 | CCOc1ccc2c(c1)c(=O)c(S(=O)(=O)c1ccc(CC)cc1)cn2CC | 1.2
32 | COc1ccc(CCNC(=O)CSCc2nc(-c3cccc(C)c3)oc2C)cc1OC | 5.7
33 | COc1ccc(CCNC(=O)c2c(C)oc3ncn(CC(C)C)c(=O)c23)cc1OC | 0.2
34 | COC(=O)C(CC1=CC(=O)C(=O)CO1)(NC(C)=O)C(=O)OC | 4.0
35 | O=C(CCC1CCN(C(=O)C2=CCCC2)CC1)NCc1ccc(F)cc1 | -5.1
36 | CCOc1cccc(CN(Cc2cccnc2)CC2CCCN(C3CCCCC3)C2)c1O (stereo not given) | 3.5
37 | Cc1cc(=O)[nH]c2nnc(SCc3cccc(C(F)(F)F)c3)n12 | -12.8
38 | Cc1cc(C)c(S(=O)(=O)N2CCN(C)CC2)c(C)c1 | 10.2
39 | CC1(C)CC(=O)C2=C(C1)C(c1ccc(-c3cc([N+](=O)[O-])ccc3Cl)o1)Nc1ccc3ccccc3c12 (stereo not given) | -7.6
40 | CC(=O)Cc1ccccc1/C=C1\OC(=O)c2ccccc21 | 8.1
41 | CCCc1nn2c(=O)cc(COC(=O)c3ccc(NC(=O)COc4ccc(F)cc4)cc3)nc2s1 | -9.9
42 | CC(C)OCCCN1C(=O)c2[nH]nc(-c3ccccc3O)c2C1c1cccc(OCc2ccccc2)c1 (stereo not given) | 3.1
43 | CC1CCN(c2nn3c(=O)c(C(=O)NCCc4ccccc4)cnc3s2)CC1 | 4.4
44 | COc1ccc(CNC(=O)Cc2ccc(NC(=O)N3CCSc4ncccc43)cc2)cc1OC | 4.0
45 | Cc1ccoc1C(=O)N1CCC(C2CCN(c3ncccn3)CC2)C1 (stereo not given) | 1.5
46 | Clc1ccc(-c2cn3ncsc3n2)cc1 | 4.7
47 | CCOC(=O)c1c(NC(=O)c2cc(OC)c(OC)c(OC)c2)sc2c1CCCC2 | 4.3
48 | Cc1ccc(F)cc1CNC(=O)C1CCN(c2nc(C)c3ccc(S(C)(=O)=O)cc3n2)CC1 | 8.3
49 | CCCCCOc1ccc(NC(=O)Cc2csc(C)n2)cc1 | -2.2
50 | OC1CCN(c2nc3nonc3nc2N2CCCCCC2)CC1 | 4.2
51 | CN(C)C1(CNC(=O)c2coc(COc3cccc(F)c3F)n2)CCCCC1 | 1.6
52 | C#CCSc1nc2c(c(=O)n1CC=C)C1(CCCC1)Cc1ccccc1-2 | -7.8
53 | O=C1Oc2ccccc2C(=Nc2ccc(O)c(-c3nc4ccccc4o3)c2)C1[N+](=O)[O-] (stereo not given) | 2.4
54 | Cn1c(=O)n(C)c2cc(/C=C3/SC(=O)N(Cc4ccccc4)C3=O)ccc21 | 6.1
55 | CC1CC(=O)c2cnc(N3CCN(c4ccccc4F)CC3)nc2C1 (stereo not given) | 1.2
56 | COc1ccccc1-n1c(-c2ccc(C)cc2)cn2c3c(=O)n(C)c(=O)n(C)c3nc12 | -2.5
57 | Cc1ccc(S(=O)(=O)N2CCOCCOCCOCCOCCOCC2)cc1 | -5.8
58 | OCCNc1nc(-c2ccccc2)c2cc(Br)ccc2n1 | -2.5
59 | Cc1cc(C(=O)N2CCCC2)n[nH]1 | 2.5
60 | O=C(NCCO)C(=O)NCC(c1ccc2c(c1)OCO2)N1CCOCC1 (stereo not given) | 1.5
61 | CC(=O)NCCCCCNc1nc(OCC(F)(F)F)nc(N(c2ccccc2)c2ccccc2)n1 | 4.2
62 | COC(=O)C1C(C)=NC2=C(C(=O)CC(c3ccc(OC)cc3)C2)C1c1ccc(OC)c(OC)c1 (stereo not given) | 2.1
63 | FC(F)(F)c1ccccc1N=Cc1ccccc1Br | 4.9
64 | CNCc1cccc(OC)c1OCc1ccc(F)cc1 | 2.2
65 | CCN1CCN(C2(C(=O)NCc3ccon3)Cc3ccccc3C2)CC1 | 1.7
66 | Cc1sc(C)c(-c2ccncn2)c1Br | -8.9
67 | CCCCCCCC1=NN2C(=N)/C(=C/c3ccc(N(CC)CC)cc3)C(=O)N=C2S1 | 9.5
68 | O=C(CCSc1nnc(-c2ccc(Br)cc2)o1)N1CCOCC1 | 8.1
69 | N#CC1C(=N)N=C(SCc2ccc(Br)cc2)C(C#N)C12CCCCC2 (stereo not given) | 7.6
70 | CCCOc1cccc(C(=O)N2CCN(c3ccc(OC)cc3)CC2)c1 | -0.2
71 | Cc1ccc(NC(=O)Cn2c(=O)n(CCCCCC(=O)NCc3ccc(F)cc3)c(=O)c3sccc32)cc1C | -2.2
72 | c1ccc2c(c1)N=C1CCCCC1C2=NCCCCCCN=C1c2ccccc2N=C2CCCCC21 (stereo not given) | -2.4
73 | CCOC(=O)N1CCN(C(=O)c2cc(NC(C)=O)c3c(c2)nc(-c2ccccc2F)n3CC)CC1 | -8.6
74 | COC(=O)CSc1nc2sc3c(c2c(=O)n1Cc1ccccc1)CCC(C(C)(C)C)C3 (stereo not given) | 4.4
75 | CCCCc1ccc(NC(=O)CSc2nc3ccccc3nc2N2CCCCC2)cc1 | -2.7
76 | CCc1ccc(NC(=O)CCc2c(C)n(C)c3cc(-c4ccccc4C)nn3c2=O)cc1 | -9.4
77 | CCCCNC(=O)c1cn(C(C)C)cc(C(=O)N2CCN(C/C=C/c3ccccc3)CC2)c1=O | 3.9
78 | Cc1ccccc1NC(=O)c1c(C)oc2ccc(O)c(CN3CCCC3)c12 | -0.2
79 | O=C(NCC(F)(F)F)C1CCN(C2CCN(c3nc4ccccc4o3)CC2)CC1 | 1.4
80 | Cc1ccc(/C=C2\CCCC3C2=NN(C(=O)CN2N=NC4C(=O)N(c5cccc6ccccc56)C(=O)C42)C3c2ccc(C)cc2)cc1 (stereo not given) | -7.0
81 | CC(C)Cc1nc2cc(NS(=O)(=O)N(C)C)cc(C(=O)NCC(C)(C)N3CCOCC3)c2n1C | 1.2
82 | Clc1ccc(N2N=C(c3ccccc3)C3CCCC32)cc1 (stereo not given) | 6.1
83 | CC1N=C2C=CC=CN2C(=O)C1=NC(=O)c1ccc(C(F)(F)F)cc1 (stereo not given) | -0.1
84 | CCOC(=O)C1=C(C)N=C2SCC(=O)N2C1c1ccc(OC)c(OCC)c1 (stereo not given) | 11.2
85 | Nc1n[nH]c(=S)n(N)c1=O | -7.7
86 | COc1ccc(C(=O)N2C[C@H](O)[C@@H](N(C)Cc3ccsc3)C2)cc1 | -12.8
87 | O=C(CCc1ccco1)NC1CCCN(c2ncccn2)C1 (stereo not given) | 2.8
88 | CCOc1cccc(C(=O)NC(=S)Nc2ccc(Cl)cc2)c1 | -11.3
89 | O=C1CCCN1CC1CCN(c2nc3nonc3nc2N2CCCCC2)CC1 | 1.4
90 | O=C(Oc1ccccc1C(=O)Nc1ccccc1)c1cccs1 | 12.5

Remaining list, next part:
# | Structure | ROC1-CUL1 inh
91 | O=C(Oc1cccc2ccccc12)C1CCCC1 | 3.8
92 | CCOCCn1c(=O)c2c(nc3n2CCCN3c2ccccc2)n(C)c1=O | -5.2
93 | Cc1cccc(-c2cc(C(=O)NCc3cccnc3)c3cc(Br)ccc3n2)c1 | -5.3
94 | Cc1cccn2c(=O)c3cc(C(=O)NCC(C)C)n(C)c3nc12 | 5.7
95 | COc1ccc(OC)c(NC(=O)CSc2cc(C)nc(SCC(=O)c3ccc(C)cc3)n2)c1 | 9.5
96 | COC(=O)c1sc(S(=O)(=O)Nc2ccccc2Cl)c(C(=O)OC)c1C | 22.5
97 | CSc1ccc(CNC(=O)c2cc3c(=O)n(Cc4ccco4)ccc3nc2C)cc1 | -3.3
98 | CCCN(Cc1cccnc1)CC1CCCN(C2CCCCC2)C1 (stereo not given) | -1.1
99 | CN(C)CC(=O)N1c2ccccc2CCc2ccc(NC(=O)c3ccccc3)cc21 | -2.7
100 | Cc1cccn2c(Nc3ccccc3)c(-c3cccs3)nc12 | -11.9
101 | CNc1ccc(C(=O)NCCCn2ccnc2C(C)C)cn1 | 4.9
102 | COc1ccccc1C(=O)N=C(Cc1ccc2c(c1)OCO2)C(=O)Nc1ccc(C(=O)O)cc1 | 13.8
103 | CN1C[C@@H]2C[C@@H](c3ccc(OCc4ccccc4)cc3)N3CCC[C@@]23C1=O | 1.9
104 | CCCCc1ccc(NC(=S)NCC2CCCO2)cc1 (stereo not given) | 6.2
105 | CCOc1ccc(CNCCN2CCOCC2)cc1Cl | 5.5
106 | O=C(O)c1ccccc1-c1ccccc1C(=O)NCCc1ccccc1 | -1.1
107 | CCN1CCN(C2(C(=O)NCCCn3nc(C)cc3C)Cc3ccccc3C2)CC1 | 5.6
108 | CCOc1ccccc1C(=O)Nc1cc2c(cc1N1CCOCC1)n(C)c(=O)n2C | -6.9
109 | CCOCC(=O)Nc1ccccc1C | 2.0
110 | CCOc1cc(/C=C2/C(=O)NN(c3ccc(C)c(C)c3)C2=O)ccc1OC(=O)c1cccs1 | 15.9
111 | CCC(C)NS(=O)(=O)c1ccc(NC(=O)CS(=O)(=O)Cc2ccccc2)cc1 (stereo not given) | -4.8
112 | O=C(NCCCNC1NS(=O)(=O)C2CCCCC12)c1ccc(Cl)c(Cl)c1 (stereo not given) | 0.9
113 | O=[N+]([O-])c1cc(C=Nc2c(Cl)cc(Cl)c(N=Cc3cc([N+](=O)[O-])c(O)cc3O)c2Cl)c(O)cc1O | 107.6*
114 | Cc1ccc2nc(-c3ccc(-n4c(C)cc(=O)cc4C)cc3)sc2c1 | 2.6
115 | O=C(COc1cccc(NC(=O)c2ccco2)c1)c1ccc(F)cc1 | -5.7
116 | O=C(/C=C/c1ccccc1)OCc1cnc(-c2ccccc2)o1 | 5.4
117 | Cn1c2ccccc2c2cnn(CC(=O)Nc3ccccc3C(F)(F)F)c(=O)c21 | -0.3
118 | COC(=O)C1=C(C(=O)OC)C(C)(C(=O)OC)C(=C(c2ccccc2)c2ccccc2)C1=O (stereo not given) | -0.2
119 | COCCCNC(=O)C(C)n1c2ccccc2c2cnn(C)c(=O)c21 (stereo not given) | -12.5
120 | COC(=O)c1sccc1NC(=O)c1c(Br)cnn1C | -7.6
121 | O=C(Cn1ncc2ccccc21)NCc1cccnc1N1CCOCC1 | 0.5
